KCNQ1 pot = potentiates or activates the human KCNQ1 potassium channel | CHO-K1 KCNQ1, thallium flux FluxOR fluorescence; active compounds read high | B-score at 10 µM | 310,000 tested, 0.35% active;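 active = fluorescence ratio B-score, a plate-corrected score, at least three library SD, with initial intensity B-score within 5 SD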
Target sequence (P51787 whole entry, looked up): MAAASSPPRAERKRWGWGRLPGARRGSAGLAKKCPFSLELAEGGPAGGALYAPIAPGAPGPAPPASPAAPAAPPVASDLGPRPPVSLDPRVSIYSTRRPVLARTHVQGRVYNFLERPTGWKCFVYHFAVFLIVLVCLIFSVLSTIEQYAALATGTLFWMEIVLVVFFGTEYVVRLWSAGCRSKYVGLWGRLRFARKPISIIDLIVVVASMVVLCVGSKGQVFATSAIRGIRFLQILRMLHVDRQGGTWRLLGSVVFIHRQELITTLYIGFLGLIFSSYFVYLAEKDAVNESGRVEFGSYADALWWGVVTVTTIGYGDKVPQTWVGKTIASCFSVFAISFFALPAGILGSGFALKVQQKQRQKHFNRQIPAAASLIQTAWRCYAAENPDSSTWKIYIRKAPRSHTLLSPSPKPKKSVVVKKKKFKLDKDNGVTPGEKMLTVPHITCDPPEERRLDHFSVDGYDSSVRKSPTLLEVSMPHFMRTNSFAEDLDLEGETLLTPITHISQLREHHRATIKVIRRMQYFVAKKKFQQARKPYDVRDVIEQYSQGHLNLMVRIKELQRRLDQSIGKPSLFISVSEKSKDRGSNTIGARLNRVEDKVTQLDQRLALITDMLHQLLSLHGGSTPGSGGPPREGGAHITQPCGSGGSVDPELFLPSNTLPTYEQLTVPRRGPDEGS
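Test system: CHO-K1 cells stably expressing KCNQ1 / Medium: assay buffer / Also added: depolarizing K+/Tl+ stimulus, K2SO4 and Tl2SO4 each 12.5 mM in 5x stock / Incubation: 90 min dye loading and 20 min compound exposure, both at room temperature / Signal: thallium influx via FluxOR fluorescence, kinetic imaging / Evaluation: B score of baseline-normalized fluorescence ratio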
RGS4 pot = potentiators or activators of RGS4; HEK293 M3R/inducible RGS4, carbachol calcium flux Fluo4; active compounds read low; B-score at 10 µM; 310,000 tested, 0.92% active; AID 463111;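 active = B-score of the integrated calcium signal more than 4 SD below the library mean, with starting fluorescence not abnormally high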;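 also: negative B-score means reduced calcium response which marks RGS4 activation or potentiation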
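Reagent: ECmax carbachol challenge; Test system: M3R-expressing HEK293 line, RGS4 induced by doxycycline; Schedule: overnight RGS4 induction, 30 min dye load 37 °C, 20 min compound RT; Detection: calcium dye Fluo4 fluorescence; Read-out: Agonist-evoked peak-minus-minimum fluorescence over baseline, integrated ratio, B score.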
KCNK9 block = human KCNK9 channel inhibition; Q9NPC2; HEK293 KCNK9, FluxOR thallium flux fluorescence; active compounds read low; B-score at 10 µM; 310,000 tested, 1.2% active;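 active = ratio B-score over 3 SD below the library mean, with starting fluorescence within 5 SD of its mean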;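 also: negative B-score means less thallium flux so channel inhibition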
hERG rescue = shields human hERG channel from block by proarrhythmic agents; 310,000 tested, 0.51% active; activation (rescue from dofetilide block), less the hit threshold, % at 10 µM; CHO-hERG, FluxOR thallium flux, dofetilide IC70 present; Q12809; AID 1511;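 active = activation above the mean of controls blocked by dofetilide plus 5 SD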;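 also: thallium influx through hERG after potassium depolarization seen as dye fluorescence rise; in these data hits start at about 4.7%; inactives centre near -7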
GSK3beta inhib = human GSK3beta kinase inhibition. GST-GSK3beta kinase, ADP-Glo luminescence, 60 min; active compounds read low. 300,000 tested, 0.038% active. activity score (negative = inhibition), % at 10 µM;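 active = more than half of replicate wells score below -50%, meaning over 50% inhibition versus plate controls; inconclusive = some replicates but at most half score below -50%; inactive = no replicate scores below -50%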;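 also: 0% = median DMSO wells and -100% = median GW8510 positive control wells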
Target sequence (P49841 whole entry, looked up): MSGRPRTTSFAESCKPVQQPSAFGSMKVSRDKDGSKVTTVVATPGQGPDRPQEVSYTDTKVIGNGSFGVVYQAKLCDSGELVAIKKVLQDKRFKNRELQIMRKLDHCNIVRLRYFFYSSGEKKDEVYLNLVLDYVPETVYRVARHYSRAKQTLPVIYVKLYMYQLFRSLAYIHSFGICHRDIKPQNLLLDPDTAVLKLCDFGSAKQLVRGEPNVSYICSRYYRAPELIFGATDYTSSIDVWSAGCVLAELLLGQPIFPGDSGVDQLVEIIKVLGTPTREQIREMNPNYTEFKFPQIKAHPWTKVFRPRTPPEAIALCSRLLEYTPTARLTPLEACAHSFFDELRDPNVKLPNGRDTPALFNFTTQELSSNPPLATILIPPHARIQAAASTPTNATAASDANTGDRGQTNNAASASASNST
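Test system – GST-tagged human GSK3beta kinase, cell-free · Incubation – 60 min enzyme reaction, room temperature · Signal – ADP-Glo luminescence · Also added – peptide substrate and ATP at 25 µM · Controls – DMSO neutral wells and GW8510 at 20 µM as positive · Buffer or medium – Tris/MgCl2 kinase buffer · Measure – Luminescence-derived activity versus plate DMSO and GW8510 wells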
HDAC3 inh = blocks human histone deacetylase 3. 320,000 tested, 0.15% active. inhibition, % at 8.3 µM. recombinant HDAC3, fluorogenic peptide/trypsin coupled, fluorescence; in the data active = inhibition above about 26%, passing the limit was not always enough; inconclusive = no clear call, values can overlap the other calls
DYRK1A inh = inhibitors of rat Dyrk1A kinase. ADP-Glo luminescence, NFATc1 peptide. inhibition, % at 12.5 µM. 310,000 tested, 0.43% active; in the data active = inhibition above about 50%;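 also: plate controls were vehicle with enzyme for no effect and no enzyme for full effect; many of its hits are not listed in these tables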
KCNK3 inh = human KCNK3 channel inhibition, primary screen. AID 602410. 340,000 tested, 0.84% active. B-score at 10 µM. CHO-KCNK3 thallium flux, FluxOR fluorescence; active compounds read low;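 active = B-score under library mean minus 4 SD, starting fluorescence ratio at most library mean plus 5 SD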;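 also: more negative B-score means stronger inhibition of thallium flux through KCNK3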
PolyA inhibitor = inhibitors of polyadenylation in S. cerevisiae; S. cerevisiae SKY197-pL101 polyadenylation reporter, beta-gal luminescence; efflux-impaired pdr1/pdr3 knockout yeast; score 100 = 6 SD above DMSO; calls only at 12 µM; 300,000 tested, 0.02% active; AID 1875;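 active = lowest replicate activity score at least 50, where 100 means six control SD above control mean; inconclusive = lowest score under 50 but half or more replicates reach 50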;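 also: yeast exposed to compound for 9 h at 30 °C; higher score means more reporter readthrough which indicates perturbed polyadenylation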
GSK3 alpha inh = human GSK-3 alpha kinase inhibition | 320,000 tested, 0.1% active | AID 2650 | ADP-Glo luminescence, 60 min | P49840 | inhibition, % at 10 µM;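 in the data active = inhibition above about 50%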;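 also: GST-tagged GSK-3 alpha with peptide substrate and 25 µM ATP; 0% = DMSO neutral wells and 100% = GW8510 positive control wells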
KCNQ1 block = human KCNQ1 channel inhibition | P51787 | CHO-K1 KCNQ1, FluxOR thallium flux fluorescence; active compounds read high | B-score at 10 µM | 310,000 tested, 1.3% active | AID 2642;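 active = compounds whose thallium flux B-score, printed positive for inhibition, exceeds three library SD while starting fluorescence stays within three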;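 also: channel opened by potassium depolarization with thallium stimulus after 20 min compound exposure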
The depositor's hits bear a star; i = inactive; ? = inconclusive; / = not tested or not shown.

SMILES | KCNQ1 pot | RGS4 pot | KCNK9 block | hERG rescue | GSK3beta inhib | HDAC3 inh | DYRK1A inh | KCNK3 inh | PolyA inhibitor | GSK3 alpha inh | KCNQ1 block
C/C(=N/NC(=O)c1ccoc1C)C12CC3CC(CC(C3)C1)C2 | i | i | i | -6 | 3 | 0 | 0 | i | i | -4 | i
CCOC(=O)C1CCCN(C2=NC(=O)/C(=C/c3ccc(O)c(OC)c3)S2)C1 (centres undefined) | i | i | i | -3 | 3 | -4 | 22 | i | i | 3 | i
Clc1ccccc1-c1nnc2n1-c1ccccc1SC2 | i | i | i | -13 | -5 | -4 | 5 | i | i | 3 | i
CC(=O)Nc1nonc1NC(=O)c1ccc(F)cc1 | i | i | i | -12 | -2 | 3 | 2 | i | i | 3 | i
Clc1ccc(Cc2noc(-c3cccs3)n2)cc1 | i | i | i | -11 | 4 | 4 | 5 | i | i | -1 | i
CCCS(=O)c1nc(C)cc(C)c1S(C)(=O)=O (centres undefined) | i | i | i | -10 | 0 | -2 | 3 | i | i | -2 | i
CCOC(=O)c1ccc(NC(=O)c2c(C)[nH]c(C(=O)OCC)c2C)cc1 | i | i | i | -7 | -4 | -5 | -3 | i | i | 4 | i
Cn1c(NC(=O)c2cc(Cl)ccc2Cl)cc(=O)n(C)c1=O | i | i | i | -7 | 1 | 3 | 5 | i | i | 0 | i
O=C(CCCCCN1C(=O)C2C3C=CC(C3)C2C1=O)Nc1nccs1 (centres undefined) | i | i | i | -7 | -3 | -12 | 7 | i | i | 8 | i
CN(C)C(=O)C1C2NC(=S)N(c3ccccc3)C1(C)Oc1ccccc12 (centres undefined) | i | i | i | -13 | 0 | -1 | / | i | i | 0 | i
COCCN1Cc2cccc(C(=O)Nc3ccc(S(=O)(=O)N4CCCCC4)cc3)c2C1=O | i | i | i | -7 | 0 | -2 | -9 | i | i | 2 | i
COc1ccc(N2CCN(C(=O)CCCC3=NS(=O)(=O)c4ccccc4N3)CC2)cc1 | i | i | i | -10 | -2 | 1 | 3 | i | i | -2 | i
CN(C)c1ccc(/C=C/c2nnnn2-c2ccccc2)cc1 | i | i | i | -14 | 1 | -6 | 2 | i | i | -1 | i
O=C(NCCCO)c1cc2ccccc2[nH]1 | i | i | i | -21 | -1 | -2 | 2 | i | i | -1 | i
CCN1CCCC1Cn1cnc2c([nH]c3ccc(Cl)cc32)c1=O (centres undefined) | i | i | i | -13 | 0 | -6 | 1 | i | i | 0 | i
CCOC(=O)C(Cc1ccccc1)NC(=O)CNC(C)=O (centres undefined) | i | i | i | -16 | -7 | -5 | 3 | i | i | 7 | i
COc1cccc(C(=O)N2N=C(c3ccccn3)CC2(O)C(F)(F)F)c1 (centres undefined) | i | i | i | -11 | 1 | 7 | / | i | i | 1 | i
CCOC(=O)c1cc(-c2ccccc2)nn1CC1CC(c2cccc([N+](=O)[O-])c2)=NO1 (centres undefined) | i | i | i | -9 | 1 | 5 | 6 | i | i | -2 | i
CCCC(=O)N1CCN(c2nc3ccccc3s2)CC1 | i | i | i | -3 | -4 | 4 | 1 | i | i | -1 | i
CCOC(=O)COc1ccc(C(=O)CC)cc1OC | i | i | i | -8 | -2 | -3 | -3 | i | i | / | i
COCCCNC(=O)Cn1nc(-c2cccc(OC)c2)ccc1=O | i | i | i | 0 | -4 | -5 | -2 | i | i | 2 | i
CCN(C(C)=O)c1nc(CSc2nnc(NC(C)C)s2)cs1 | i | i | i | -14 | -1 | 1 | 22 | i | i | 0 | i
Cc1occc1C(=O)N(C)CC1CCCN(CCc2ccccc2F)C1 (centres undefined) | i | i | i | -6 | 2 | -3 | -8 | i | i | 3 | i
COc1cc(OC)cc(-c2cc(NC(C)=O)n[nH]2)c1 | i | i | i | -7 | -11 | 2 | 2 | i | i | 1 | i
Cc1ccc(Nc2nc(-c3ccccc3)c(CC(=O)O)s2)cc1 | i | i | i | -6 | 4 | -5 | 11 | i | i | 1 | i
S=C(NCCc1ccccc1)NC1CCCCCC1 | i | i | i | -14 | -1 | ? | -4 | i | i | 1 | i
C=CCOC(=O)C1=C(C)N=C2SCCC(=O)N2C1c1cccs1 (centres undefined) | i | i | i | -6 | -1 | 2 | -4 | i | i | -1 | i
O=S1(=O)CCN(C(CO)c2ccccc2)CC1 (centres undefined) | i | i | i | -7 | -2 | -3 | 0 | i | i | 0 | i
COc1ccccc1OC(C)C(=O)Nc1ccc2c(c1)OCCO2 (centres undefined) | i | i | i | -11 | 1 | -4 | -2 | i | i | -4 | i
COc1ccc(OC)c(S(N)(=O)=O)c1 | i | i | i | -6 | 1 | 3 | 4 | i | i | 0 | i
O=C(N/N=C\c1ccc(OC(=O)c2ccco2)cc1)c1ccc(Cl)cc1 | i | i | i | 0 | 0 | 1 | -9 | i | i | 2 | i
CC(=O)c1cc2c(=O)c3cc(C)ccc3oc2nc1C | i | i | i | -8 | -6 | 8 | 6 | i | i | 0 | i
COc1ccc(OC)c(C(=O)c2ccccc2)c1 | i | i | i | -7 | -1 | -5 | / | i | i | -2 | i
COc1ccc(-c2ccc(NS(=O)(=O)c3cccc([N+](=O)[O-])c3)cc2)nn1 | i | i | i | -3 | 6 | -6 | -5 | i | i | -11 | i
CCN(CC)S(=O)(=O)c1ccc(NC(=O)c2cnccn2)cc1 | i | i | i | -1 | 3 | -4 | 2 | i | i | 0 | i
COc1ccc(C(NC(=O)C(C)C)c2c(O)ccc3ccccc23)cc1 (centres undefined) | i | i | i | -11 | -1 | -8 | -2 | i | i | 7 | i
FC(F)(F)c1cnc(C(c2ccccn2)c2ncn[nH]2)c(Cl)c1 (centres undefined) | i | i | i | -6 | 3 | -2 | 3 | i | i | 0 | i
CCSc1nc2ccccc2c(=O)n1C1CCOC(C)(C)C1 (centres undefined) | i | i | i | -8 | 4 | 6 | 2 | i | i | -3 | i
Cc1c(NC(=O)CCSc2ccc(Cl)cc2)c(=O)n(-c2ccccc2)n1C | i | i | i | -13 | -5 | -3 | 3 | i | i | -2 | i
CCc1ccc(C(C)NC(=O)C2(C)CC2(Br)Br)cc1 (centres undefined) | i | i | i | 4.9* | 2 | 4 | -3 | i | i | -4 | i
COC(=O)c1ccc(C(=O)OC)c(NC(=O)CN(c2ccc3c(c2)OCO3)S(C)(=O)=O)c1 | i | i | i | -8 | 7 | -1 | -5 | i | i | -2 | i
Cc1cc(Br)ccc1NC(=O)CNC(=O)Cc1ccc(S(=O)(=O)N2CCOCC2)s1 | i | i | i | -4 | / | -13 | / | i | i | -2 | i
Cc1nc2cc(NC(=O)Nc3ccc(N4CCOCC4)cc3)ccc2n1C | i | i | i | -8 | 3 | -2 | -1 | i | i | 1 | i
Cc1ccc(NC(=O)CN2C(=O)NC3(CCCC3)C2=O)nc1 | i | i | i | -7 | -1 | 0 | 4 | i | i | 6 | i
CCCc1nnc(NC(=O)CSc2nc3ccccc3[nH]2)s1 | i | i | i | -8 | 2 | 6 | -2 | i | i | -3 | i
CCOC(=O)c1c(C)nc2ccc(Cl)cc2c1-c1ccccc1 | i | i | i | -10 | 4 | 7 | -3 | i | i | 3 | 7*
C=CCNC(=S)NNC(=O)c1cccn(Cc2ccc(Cl)c(Cl)c2)c1=O | i | i | i | -17 | 1 | 4 | -3 | i | i | -1 | i
CC(C)CCN1CCNC(=O)C1CC(=O)Nc1ccc(F)cc1 (centres undefined) | i | i | i | -7 | 3 | 1 | 1 | i | i | 0 | i
CN(Cc1ccccc1)C(=O)CNC(=O)Cn1cnc2ccccc2c1=O | i | i | i | -4 | 1 | -5 | 3 | i | i | 0 | i
COc1cc(CC(=O)NCc2ccccn2)cc(OC)c1OC | i | i | i | -7 | 1 | / | -5 | i | i | / | i
O=C(NC1CCN(S(=O)(=O)c2cccc(F)c2)CC1)c1cccc(F)c1 | i | i | i | -9 | 2 | -1 | 2 | i | i | 1 | i
COc1cc(O)sc1C=Nc1ccc(Cl)cc1 | i | i | i | -3 | 0 | 0 | -1 | i | i | 2 | i
COc1ccc(C(=O)NC(C)c2ccccc2)cc1Br (centres undefined) | i | i | i | -13 | -1 | 5 | 1 | i | i | 1 | i
COc1ccc(N2CCN(CCNC(=O)CCN3C(=O)COc4ccccc43)CC2)cc1 | i | i | i | -7 | 2 | -4 | 1 | i | i | 1 | i
CCN(CC)CCNC(=O)/C(=C/c1cn(CC)c2ccccc12)NC(=O)c1cc(OC)c(OC)c(OC)c1 | i | i | i | -1 | -2 | 10 | -9 | i | i | 3 | i
COc1ccc2nc(NC(=O)c3cccs3)sc2c1 | i | i | i | -5 | -8 | -3 | / | i | i | -3 | i
O=C(NCc1ccc2c(c1)OCO2)NC12CC3CC(CC(C3)C1)C2 | i | i | i | 4.9* | -1 | 9 | / | i | i | -2 | i
Cc1ccc(Cn2c(C(C)Nc3nc(-c4ccc(F)cc4)cs3)nc3cc(Cl)c(Cl)cc32)cc1 (centres undefined) | i | i | i | -6 | 0 | 1 | 1 | i | / | -2 | i
CC(OC(=O)CCCCCN=C1NS(=O)(=O)c2ccccc21)C(=O)Nc1cc(Cl)cc(Cl)c1 (centres undefined) | i | i | i | -8 | 9 | -1 | 1 | i | i | -1 | i
COCCNC(=O)/C(C#N)=C/c1cc(C(C)C)c(OC)cc1C | i | i | i | -18 | -1 | 5 | 1 | i | i | 0 | i
Cc1ccc(S(=O)(=O)Nc2cccc(C(=O)NCC(c3ccco3)N(C)C)c2)cc1F (centres undefined) | i | -8.2* | i | -13 | 5 | -10 | 4 | i | i | -3 | i

Some values from the entries so far.
`COc1ccc(C(=O)NC(C)c2ccccc2)cc1Br` (centres undefined) | HDAC3 inh = 5
`COc1ccc(N2CCN(CCNC(=O)CCN3C(=O)COc4ccccc43)CC2)cc1` | GSK3 alpha inh = 1

This is a subset. The share of hits here may be higher or lower than overall.
